APJ agonist = activates the human apelin receptor APJ; CHO-K1 APJ PathHunter beta-arrestin, luminescence; 0% DMSO wells, 100% apelin; activation, % at 20 µM; 330,000 compounds, 0.11% hits;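 active = activation more than six SD over the plate average, tested at 20 µM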;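 note: 0% = DMSO alone and 100% = apelin-13 at 10 nM; some results filed as inactive read as strong as hits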
Target sequence (P35414 whole entry, looked up): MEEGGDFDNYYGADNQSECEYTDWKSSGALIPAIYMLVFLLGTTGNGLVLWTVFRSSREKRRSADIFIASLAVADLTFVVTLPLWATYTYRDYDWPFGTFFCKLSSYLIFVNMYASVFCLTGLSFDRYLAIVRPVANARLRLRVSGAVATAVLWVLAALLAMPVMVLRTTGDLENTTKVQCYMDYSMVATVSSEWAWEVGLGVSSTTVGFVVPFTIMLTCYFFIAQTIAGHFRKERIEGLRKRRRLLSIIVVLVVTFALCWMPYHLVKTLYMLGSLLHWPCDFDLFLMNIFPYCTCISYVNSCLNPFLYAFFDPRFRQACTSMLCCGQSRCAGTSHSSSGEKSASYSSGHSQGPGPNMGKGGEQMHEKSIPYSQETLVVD
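system = engineered CHO-K1 APJ arrestin reporter cells | input = 1000 cells per well | timing = overnight seeding, 90 min compound at 25 °C, 1 h detection | measured by = enzyme-fragment complementation luminescence | read-out = beta-arrestin recruitment to APJ as agonist activity, luminescent signal | control set = negative DMSO alone, positive Apelin-13 at 10 nM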
CCR6 antag = CCR6 (human) receptor antagonism. P51684. CHO-K1 CCR6 PathHunter beta-arrestin, luminescence, CCL20-stimulated. inhibition, % at 20 µM. 340,000 compounds, 0.49% hits. AID 493098;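 active = compounds whose inhibition of the agonist-driven luminescence signal at 20 µM reaches about 50%, limit read from the data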;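 note: cells stimulated with CCL20 at 14 nM final; plate controls were DMSO with CCL20 for no effect and DMSO without agonist for full effect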
UPR XBP1 act = adaptive UPR (XBP1) activation. CHO-XBP1 luciferase reporter, IRE1-XBP1 UPR activation, luminescence; percent of tunicamycin response, DMSO as zero. activation, % at 20 µM. 330,000 compounds, 0.33% hits;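 active = versus positive control, 20 µM dose yields 30% or more activation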;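 note: 100% = tunicamycin at 10 µg/mL and 0% = DMSO only wells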
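Material: CHO cell line with stable XBP1 luciferase reporter; schedule: 16-18 h cell attachment at 37 °C, then 6 h compound exposure; signal: glow luminescence from Steady-Glo reagent; medium: serum-containing F12 medium, 10% FBS; benchmarks: tunicamycin 10 µg/mL and vehicle-only wells; read-out: percent activation relative to tunicamycin reference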
UPR CHOP act = activators of apoptotic arm of unfolded protein response (CHOP) | CHO-CHOP luciferase reporter, UPR activation, luminescence; percent of tunicamycin response over DMSO baseline | activation, % at 10 µM | 330,000 compounds, 0.34% hits | AID 449763;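 active = at 10 µM dose, activation of 40% or more, normalized to positive control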;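 note: 100% = tunicamycin at 10 µg/mL and 0% = DMSO alone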
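Test system: CHO CHOP reporter cells. Input: 500 CHO-CHOP cells per well. Medium: F12 with 10% FBS. Technique: luciferase luminescence. Measure: percent activation relative to tunicamycin control. Dosing: 10 µM compound, 0.5% DMSO. Timing: 16-18 h cell attachment, then 6 h compound exposure, 37 °C.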
Mdm2 MdmX PPI = inhibitors of human Mdm2/MdmX interaction. SaOS-2 split-luciferase Mdm2/MdmX complementation, luminescence. inhibition, % at 8 µM. 330,000 compounds, 3% hits. AID 485346;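 active = inhibition of at least 50% at 8 µM in the primary screen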
APJ antagonist = blocks the human apelin receptor APJ; AID 2521; inhibition, % at 20 µM; 330,000 compounds, 0.32% hits; CHO-K1 APJ beta-arrestin complementation, luminescence; P35414;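 active = inhibition above about 40% at 20 µM, limit read from the data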;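 note: cells challenged with 10 nM apelin-13 agonist together with compound; plate controls were apelin-13 plus DMSO wells for no effect and DMSO wells lacking apelin-13 for full effect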
EBI2 block = EBI2 (human) antagonism; AID 651636; 360,000 compounds, 0.81% hits; EBI2 beta-arrestin recruitment, luminescence, 7a,25-OHC stimulated; inhibition, % at 5 µM; in the data active = inhibition above about 38%;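 note: enzyme fragment complementation signal reports receptor beta-arrestin coupling in cells; 0% = agonist plus DMSO wells and 100% = wells without agonist; some results beyond the cut were filed as inactive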
Target sequence (P32249 whole entry, looked up, the tested form may be a part): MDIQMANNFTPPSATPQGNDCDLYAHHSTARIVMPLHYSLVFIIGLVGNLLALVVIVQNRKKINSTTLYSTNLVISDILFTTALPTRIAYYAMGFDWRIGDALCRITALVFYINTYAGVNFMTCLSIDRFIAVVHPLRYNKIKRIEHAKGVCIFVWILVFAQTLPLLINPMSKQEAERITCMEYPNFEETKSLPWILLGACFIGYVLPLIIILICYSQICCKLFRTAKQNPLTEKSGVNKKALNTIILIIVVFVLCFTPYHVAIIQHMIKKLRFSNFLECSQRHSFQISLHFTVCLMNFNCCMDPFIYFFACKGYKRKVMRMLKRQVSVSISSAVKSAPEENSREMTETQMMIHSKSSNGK
CXCR6 inh = inhibitors of human CXCR6 receptor | CHO-K1 PathHunter CXCR6 beta-arrestin, luminescence | inhibition, % at 20 µM | 360,000 compounds, 0.36% hits | AID 602244; in the data active = inhibition above about 34%, passing the limit was not always enough;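 note: antagonist mode with CXCL16 agonist at 10 nM final; 0% = 10 nM CXCL16 with DMSO and 100% = unstimulated wells without agonist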
Target sequence (O00574 whole entry, looked up): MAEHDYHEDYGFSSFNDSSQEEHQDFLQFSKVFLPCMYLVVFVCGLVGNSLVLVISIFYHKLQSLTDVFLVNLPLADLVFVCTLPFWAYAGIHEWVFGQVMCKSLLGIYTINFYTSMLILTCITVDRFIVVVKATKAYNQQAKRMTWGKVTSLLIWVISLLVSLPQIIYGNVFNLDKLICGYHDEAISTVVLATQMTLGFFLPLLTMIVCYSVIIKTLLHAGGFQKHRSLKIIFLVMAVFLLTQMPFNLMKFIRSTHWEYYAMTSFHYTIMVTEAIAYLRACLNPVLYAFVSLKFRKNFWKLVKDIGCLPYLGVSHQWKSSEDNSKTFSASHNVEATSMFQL
tim23-1 inh = growth inhibitors of tim23-1 mutant yeast | inhibition, % at 20 µM | S. cerevisiae tim23-1 growth, BacTiter-Glo luminescence, 24 h | 330,000 compounds, 1.3% hits;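 active = growth inhibition of the mutant yeast at or above 50%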;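 note: temperature-sensitive mutant grown at 25 °C; plate controls were DMSO-treated mutant yeast for no effect and medium wells lacking yeast for full effect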
* hit, by the source's call; . = no result given.

smiles	APJ agonist	CCR6 antag	UPR XBP1 act	UPR CHOP act	Mdm2 MdmX PPI	APJ antagonist	EBI2 block	CXCR6 inh	tim23-1 inh
COc1ccc(NC(=O)CN2C(=O)NC3(CCCc4ccccc43)C2=O)c(OC)c1 (stereo unspecified)	0	10	-3	0.7	10	-3	1	-5	0
O=C(C1COc2ccccc2O1)N1CCN(c2ccccc2Cl)CC1 (stereo unspecified)	-5	7	1	-0.7	-11	3	32	-4	0
C/C=C/c1ccc(OCC(=O)Nc2cc(C(F)(F)F)ccc2N2CCOCC2)c(OC)c1	12	-8	9	0.9	26	-10	25	2	7
O=C(NP(=O)(N1CCCC1)N1CCCC1)C1=C(N2CCOCC2)/C(=C/c2cccc([N+](=O)[O-])c2)CC1	-2	-2	0	0.3	18	5	-1	0	11
CC(C)Sc1nc2c([nH]c3ccccc32)c(=O)n1C	-2	6	-2	-1.9	34	-2	13	-13	0
O=S(=O)(c1ccc(SCc2ccccc2)nc1)N1CCCCC1	-4	14	-1	-2.1	-8	12	1	5	13
COc1ccc(Cl)cc1NC(=O)Nc1ccc(C(=O)N2CCCC2)cc1	13	-13	-3	2.6	22	-9	9	-9	6
O=C(NCc1ccccn1)C(F)(F)C(F)(F)C(=O)NCc1ccccn1	7	10	0	-1.3	9	-16	-9	-1	15
COc1ccc(C(C(=O)NC2CCCCC2)N(C(=O)c2ccco2)c2ccccc2C(C)=O)cc1 (stereo unspecified)	-4	23	0	-0.4	-21	-11	-1	-2	18
CCOc1ccccc1C1C(C(=O)OC)=CN(C)C=C1C(=O)OC	0	-4	0	-0.8	8	0	-1	-2	18
O=C(Nc1cccnc1)c1ccc(NS(=O)(=O)c2cc([N+](=O)[O-])ccc2Cl)cc1	0	9	1	-1.5	2	-24	0	-3	7
COc1ccc(-c2nnc(-c3cccs3)o2)cc1OC	-4	-2	4	4.2	-52	4	-16	-7	10
CCOC(=O)c1c(NC(=O)CSc2nnc3c(n2)[nH]c2ccccc23)sc2c1CCN(C)C2	-2	14	13	14	38	0	-14	17	-7
CCCN(Cc1cc2cccc(C)c2[nH]c1=O)S(C)(=O)=O	3	-4	-1	-1.5	10	-6	-5	-4	30
CCOc1ccc(N(CC(=O)Nc2nccs2)S(=O)(=O)c2c(C)[nH]c(=O)[nH]c2=O)cc1	-4	-2	1	-1.4	3	-4	0	8	16
CCOC(=O)/C=c1\s/c(=C\c2ccccc2OC)c(=O)n1CC(=O)N1CCOCC1	-5	31	6	-3.7	11	13	-2	3	8
COc1ccc(CNC(=O)COC(=O)c2c(-c3c(F)cccc3Cl)noc2C)cc1OC	3	4	-2	-0.7	12	7	-2	-2	19
Cc1c(C)c2ccc(OCC(=O)N3CCC(C(=O)O)CC3)cc2oc1=O	-2	8	-1	-0.6	-8	-4	-5	1	11
Cc1ccc2[nH]c3c(N4CCN(Cc5ccccc5)CC4)ncnc3c2c1	5	-8	2	9.5	39	6	-10	-9	44
CCCCN(Cc1ccccc1)c1ncnc2nc[nH]c12	-4	16	0	5.3	-12	-2	0	2	34
COc1ccc(N2CCN(C(=O)CN3C(=O)NC4(CCCCC4C)C3=O)CC2)cc1 (stereo unspecified)	-3	11	-1	1.0	22	0	5	-11	21
CC(=O)Nc1ccc(NC(=O)C(C)Sc2nnc(C3CC3)n2-c2ccccc2)cc1 (stereo unspecified)	-1	6	-2	0.3	-11	-4	-2	-4	-15
Cc1cc(NC2CCCCC2)n2c(n1)nc1ccccc12	-1	8	3	-4.2	11	8	1	0	8
CC(C)(C)C(=O)c1cnc(Nc2ccccc2Cl)s1	-6	7	10	1.4	-128	11	21	15	27
O=C(Nc1cccc(Oc2c(F)c(F)c(F)c(F)c2F)c1)N1C[C@@H]2C[C@@H](C1)c1cccc(=O)n1C2	-1	13	-2	-0.6	-8	-12	2	6	7
COc1ccsc1C(=O)N1CCN(Cc2ccc3c(c2)OCO3)CC1	5	10	-2	9.0	1	9	-6	-5	32
O=c1c2ccccc2nc2c3ccccc3ncn12	-9	-5	7	3.3	2	20	-11	-3	4
CC(C)[C@H]1C(=O)Nc2ccccc2N1C(=O)N[C@@H](Cc1ccccc1)C(=O)N[C@H](Cc1ccccc1)C(=O)O	0	-11	-2	2.6	-13	-47	-3	-1	10
O=C(CCN1C(=O)S/C(=C/c2ccc(Cl)cc2)C1=O)N1CCOCC1	-2	-6	2	1.2	-10	-7	1	-3	15
O=C(CSc1ccc2ccccc2c1)NC1CCCc2ccccc21 (stereo unspecified)	-2	10	-2	-1.8	9	-11	0	4	6
CC(=O)N1N=C(c2cccc(NS(C)(=O)=O)c2)CC1c1cccs1 (stereo unspecified)	-1	11	-1	2.3	6	6	-11	-1	12
COc1ccc(-n2nc(C(=O)NCC(=O)N3CCCC3)c3ccccc3c2=O)c(OC)c1	0	0	2	1.7	-6	-2	-10	-12	14
CCOC(=O)C(C(=O)N(C)Cc1ccccc1)C1CCCCC1 (stereo unspecified)	-3	18	-3	1.5	-2	7	8	3	27
CC(C)NC(=O)Cn1cnc2c1c(=O)n(C)c(=O)n2C	-3	-3	0	-3.3	7	0	-11	7	2
COc1ccc(-c2nc3c(n2O)CCc2c-3no[n+]2[O-])cc1	0	18	-1	1.6	-40	15	-4	10	15
c1ccc(-c2ccc(-c3ccncn3)cc2)cc1	-2	8	2	5.5	-76	-3	9	0	-108
CC(C)S(=O)(=O)c1ccc(C(=O)Nc2ccc(F)cc2F)cn1	-4	2	-2	-2.3	11	13	-1	2	7
COc1ccc(C2CC(=O)CC(=O)C2n2cncn2)cc1 (stereo unspecified)	-1	7	3	0.8	29	-1	2	-9	3
COc1ccc(-c2sc3ccc(OC)cc3c2-c2ccc(OCCN3CCOCC3)cc2)cc1	.	28	0	2.7	46	.	52*	-4	28
CCn1c2ccccc2c2cc(/C(C)=N/O)ccc21	0	11	-1	1.1	-8	4	-12	-10	75*

Part of the list above, as labelled records:
structure: c1ccc(-c2ccc(-c3ccncn3)cc2)cc1
  APJ agonist: -2
  CCR6 antag: 8
  UPR XBP1 act: 2
  UPR CHOP act: 5.5
  Mdm2 MdmX PPI: -76
  APJ antagonist: -3
  EBI2 block: 9
  CXCR6 inh: 0
  tim23-1 inh: -108
structure: CC(C)S(=O)(=O)c1ccc(C(=O)Nc2ccc(F)cc2F)cn1
  APJ agonist: -4
  CCR6 antag: 2
  UPR XBP1 act: -2
  UPR CHOP act: -2.3
  Mdm2 MdmX PPI: 11
  APJ antagonist: 13
  EBI2 block: -1
  CXCR6 inh: 2
  tim23-1 inh: 7

More entries:
smiles	APJ agonist	CCR6 antag	UPR XBP1 act	UPR CHOP act	Mdm2 MdmX PPI	APJ antagonist	EBI2 block	CXCR6 inh	tim23-1 inh
COc1ccc(N2C(=O)C(Cl)=C(NCc3ccccc3)C2=O)cc1	-1	3	-2	3.4	-13	15	0	-2	42
O=C(O)c1ccc2c(c1)C(=O)N(c1ncccn1)C2=O	-3	23	-3	0.1	-28	-12	-5	3	16
O=C(CN(c1ccccc1F)S(=O)(=O)c1ccccc1)Nc1ccc2c(c1)OCCO2	15	5	-3	-3.1	-17	5	-10	-12	31
O=C(Nc1ccc2c(c1)OCCO2)Nc1ccc2c(c1)OCO2	-2	13	-4	-1.6	-215	0	-6	-2	1
Cc1ccc2nc(NCc3ccccc3)c(C=O)c(=O)n2c1	0	5	4	3.1	-21	3	3	-4	1
Cc1ccccc1-c1cc2c(nn1)-c1ccccc1C2=O	8	28	1	1.0	-32	3	10	11	44
Cc1ccc(-n2ncc3c(=O)[nH]c(SCC(=O)NCC4CCCO4)nc32)cc1 (stereo unspecified)	-2	0	-2	-0.5	-10	-1	0	0	-6
CCOC(=O)N1CCN(c2nc(-c3cccs3)cc(C(F)(F)F)n2)CC1	1	4	0	0.3	6	-12	-26	6	-1
Cc1ccc(NC(=O)OCc2cc(-c3ccccc3)on2)cc1	-3	17	0	1.8	-26	-14	-8	5	11
O=C(NCS(=O)(=O)c1ccccc1)c1ccccc1	1	-16	-3	2.0	-7	-4	1	6	2
CCOC(=O)c1cc(-c2ccccc2)sc1NC(=O)CN1C(=O)NC(CC)(c2ccccc2)C1=O (stereo unspecified)	-3	2	3	-0.1	46	15	12	6	31
COc1cc2c(C)nc3c(cnn3-c3ccccc3)c2cc1OC	-3	-11	2	4.9	-61	14	2	8	18
Cc1ccc(C)c(OCC(=O)Nc2ccc(S(=O)(=O)N3CCN(C)CC3)cc2)c1	2	4	-2	0.2	-16	-5	-1	-11	25
Cc1ccc(C)c(NC(=O)CCC(=O)N/N=C/c2cc([N+](=O)[O-])ccc2O)c1	-6	30	-3	-1.8	4	39	-3	22	11
CCOC(=O)c1[nH]c(C)c(C(=O)OCc2ccc(C)cc2)c1C	-2	-10	4	0.9	24	19	-8	3	3
Cc1[nH]c2ccccc2c1/C=N/NC(=O)Cc1cccs1	0	10	3	-0.4	21	-4	-4	2	19
CCOC(=O)c1sc2ccc(S(=O)(=O)N3CCCCC3)cc2c1N	-3	12	-1	0.5	21	-8	2	5	25
N#Cc1cccc(C(=O)OCc2cccc(S(=O)(=O)N3CCOCC3)c2)c1	-2	16	-1	1.5	-4	17	1	0	23
CCCCc1nnc(NC(=O)c2nc3nccc(C)n3n2)s1	-2	8	1	-1.1	4	-7	-12	2	8
O=C(NCc1ccc2c(c1)OCO2)C1CCCN1C(=O)Nc1ccc(F)cc1 (stereo unspecified)	-2	12	0	1.3	4	8	0	0	-6
CCN1CCN(C(=O)CN(C)S(=O)(=O)c2cc(C)ccc2OC)CC1	-3	7	0	-0.1	18	-22	-16	-7	18
Cc1ccc(-n2c(C)nc3c(cnn3-c3ccc(F)cc3)c2=O)cc1	1	8	-2	7.5	-9	0	8	1	6
CCN(C(=O)COC(=O)CSc1ccc(C)c(C)c1)C1CCS(=O)(=O)C1 (stereo unspecified)	-4	-16	0	-0.5	-2	7	-3	-8	-1
CCCCN(C(=O)/C=C/c1ccco1)c1c(N)n(CC(C)C)c(=O)[nH]c1=O	0	15	3	0.1	6	-8	-2	2	10
CC(=O)Nc1cccc(C(=O)NC2CCCc3c2cnn3-c2ccc(C(C)(C)C)cc2)c1 (stereo unspecified)	-4	0	-5	1.1	32	-21	11	2	0
CSc1ncccc1C(=O)OCC(=O)N1CCN(S(=O)(=O)c2ccc(C)cc2C)CC1	-5	10	-2	-0.1	15	14	14	6	10
CN1CC2CCCC3(C1)C(=O)NC1(CCCCC1)N=C23 (stereo unspecified)	-2	10	-6	0.5	14	19	0	-9	-10
CCCc1cc(=O)n2[nH]c(-c3cccc(Br)c3)cc2n1	-2	12	-5	4.6	-54	-2	-7	-22	9
Cc1csc(NC(=O)c2sc3nc(-c4cccs4)ccc3c2N)n1	-5	11	8	2.4	-82	13	.	.	38
Cc1cc(C(=O)NNC(=S)NCc2ccco2)n(C)n1	-5	25	2	0.6	23	19	4	4	0

Source: PubChem BioAssay

An excerpt. The share of hits here may be higher or lower than overall.
